MITF inh: MITF inhibitors, primary screen, biochemical, AlphaScreen, human. 0.91% of 650,000 active. AlphaScreen MITF homodimerization, bead proximity signal. inhibition, % at 2.6 µM. Microphthalmia-associated transcription factor (Homo sapiens), O75030; in the data active = inhibition above about 50%;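 note: 0% = vehicle wells with protein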
GPR151 activ: activators of human GPR151, primary screen, cell-based, PathHunter beta-arrestin, luminescence | PathHunter beta-arrestin GPR151 cells | activation, % at 11.2 µM | 1% of 650,000 active; in the data active = activation above about 4.9%;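 note: 0% = median of compound wells and 100% = cells with positive control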
Target sequence (Q8TDV0 whole entry, looked up): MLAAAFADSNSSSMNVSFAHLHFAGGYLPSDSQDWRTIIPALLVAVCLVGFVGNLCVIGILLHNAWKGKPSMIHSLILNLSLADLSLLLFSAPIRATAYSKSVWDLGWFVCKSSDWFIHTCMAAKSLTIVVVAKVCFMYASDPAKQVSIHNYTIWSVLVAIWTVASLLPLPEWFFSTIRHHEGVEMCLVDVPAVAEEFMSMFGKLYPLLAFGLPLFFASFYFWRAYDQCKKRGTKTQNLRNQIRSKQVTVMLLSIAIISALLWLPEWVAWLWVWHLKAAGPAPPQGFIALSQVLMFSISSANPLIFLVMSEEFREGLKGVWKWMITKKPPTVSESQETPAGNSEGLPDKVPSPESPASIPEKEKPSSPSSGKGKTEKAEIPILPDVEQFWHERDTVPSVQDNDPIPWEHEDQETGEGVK
TEAD-YAP block: TEAD-YAP interaction inhibition, primary screen, TEAD-YAP interaction inhibitor project, luminescence, HEK-TIYL cells | TEAD-Gal4/YAP UAS-luciferase luminescence | inhibition, % at 9.12 µM | 1.4% of 640,000 active | AID 1259422, 2018; in the data active = inhibition above about 32%;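 note: 0% = median of test compound wells and 100% = reference inhibitor wells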
FBW7 activator: FBW7 E3 ligase activators, primary screen, biochemical, AlphaScreen, human; 0.13% of 650,000 active; F-box/WD repeat-containing protein 7 (Homo sapiens), Q969H0; AlphaScreen FBW7–phospho-cyclin E peptide binding, activator screen; normalized activity (activation), % at 26.1 µM; in the data active = normalized activity above about 1.9%;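 note: purified mutant Fbw7 with reduced substrate affinity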
Target sequence (Q969H0 whole entry, looked up): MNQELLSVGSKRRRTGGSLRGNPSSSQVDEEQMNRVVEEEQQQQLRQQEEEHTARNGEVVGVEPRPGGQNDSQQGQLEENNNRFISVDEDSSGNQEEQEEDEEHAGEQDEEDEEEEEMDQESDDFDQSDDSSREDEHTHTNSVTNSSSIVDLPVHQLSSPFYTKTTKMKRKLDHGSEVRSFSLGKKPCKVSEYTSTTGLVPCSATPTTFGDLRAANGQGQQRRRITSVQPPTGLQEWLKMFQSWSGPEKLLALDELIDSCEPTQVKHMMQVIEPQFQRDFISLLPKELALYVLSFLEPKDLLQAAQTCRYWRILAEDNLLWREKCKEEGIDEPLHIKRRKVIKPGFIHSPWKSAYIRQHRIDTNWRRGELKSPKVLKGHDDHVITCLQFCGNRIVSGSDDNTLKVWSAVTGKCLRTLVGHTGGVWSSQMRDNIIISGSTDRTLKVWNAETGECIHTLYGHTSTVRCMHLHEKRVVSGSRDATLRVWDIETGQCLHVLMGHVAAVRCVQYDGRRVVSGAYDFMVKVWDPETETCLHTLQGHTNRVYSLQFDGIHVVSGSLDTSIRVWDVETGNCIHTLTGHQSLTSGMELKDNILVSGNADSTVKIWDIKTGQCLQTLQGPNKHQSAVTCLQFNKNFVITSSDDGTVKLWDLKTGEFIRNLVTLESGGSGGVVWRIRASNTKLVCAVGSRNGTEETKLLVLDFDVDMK
Numbers without * were called inactive.

Value order – MITF inh, TEAD-YAP block, FBW7 activator, GPR151 activ
> COc1ccc2oc(=O)c(C(=O)Nc3ccccc3F)cc2c1
 : 8, -56, 0.1, 1.0
> Cc1cc(C)c2nc(-c3cccnc3)cc(C(=O)NC(C)c3cnn(C)c3C)c2c1 (configuration not stated)
 : 0, 19, 0.4, 4.5
> C/C(=N\Nc1ccc([N+](=O)[O-])cc1[N+](=O)[O-])c1cc2cc([N+](=O)[O-])ccc2oc1=O
 : 13, 6, 0.2, -1.0
> NNC(=S)Nc1cc(S(=O)(=O)N2CCOCC2)ccc1N1CCOCC1
 : -1, 8, -0.1, 0.7
> CC1=C(C(=O)OC(C)C)C(c2ccc(C)cc2)N2C(=O)C(C)SC2=N1 (configuration not stated)
 : 7, 2, 0.0, 0.5
> COc1ccc(CCNc2nc(Nc3ccncc3)nc3c2ncn3C2CCCCC2)cc1
 : 8, 21, 0.0, -1.5
> Cc1cccc(C(=O)NNC(=O)COc2ccc(Cl)cc2)c1
 : 7, 2, 0.1, -0.5
> CCOc1ccc(CNC(=O)CN(C)c2nnc(N3CCCC3=O)s2)cc1
 : 10, -3, 0.1, 4.3
> COc1cccc(CN2C[C@@H]3C[C@@H](c4ccc(C)o4)N4CCC[C@@]34C2=O)c1
 : 10, 2, 0.0, -1.7
> CC(C)(C)c1ccc2c(c1)N(CC(=O)NCC1CCCO1)C(=O)/C(=C/c1ccccc1)O2 (configuration not stated)
 : 12, -11, 0.4, 0.9
> O=C(Nc1cccc(C(F)(F)F)c1)c1ccc(F)c(S(=O)(=O)N2CCN(c3ccccc3)CC2)c1
 : -5, -2, 0.0, -0.4
> Cc1ccccc1CS(=O)(=O)CC1Nc2ccc(C(=O)NCCC(C)C)cc2NC1=O (configuration not stated)
 : -3, 2, 0.1, -0.5
> Cc1ccc(S(=O)(=O)N(C)CCCC(=O)Nc2c(C)n(C)n(-c3ccccc3)c2=O)cc1
 : -7, 1, -0.1, 1.0
> COCc1cc(C)nc2sc(C(=O)NN)c(-n3cccc3)c12
 : 0, 1, 0.0, 0.9
> CCOC(=O)C1CCN(C(=O)c2cnn3c(C)c(Cc4ccc(C)cc4)c(C)nc23)CC1
 : -1, -12, -0.1, 2.2
> Cc1nnc(N/N=C/c2ccc(OCC(=O)O)cc2)[nH]c1=O
 : -1, 3, -0.2, -0.1
> C=CCn1c(=NC(=O)CN2C(=O)CCC2=O)sc2cccc(C)c21
 : -19, -1, 0.2, 3.4
> COc1ccc(C2(O)CCN(CC(=O)NC3CCCCC3)CC2)cc1
 : -11, -3, 0.0, 0.4
> CONC(=O)c1cnc2scc(-c3cccc(OC)c3)n2c1=O
 : 16, -1, -0.3, 0.3
> Oc1ccc(Br)cc1/C=N/Nc1ncc(-c2ccccc2)cn1
 : -17, -4, -0.2, 0.5
> Nc1nc2cc3c(cc2cc1C(=O)Nc1ccccc1)OCO3
 : 6, 42*, 0.1, -0.5
> OCc1nc2ccccc2n1CC(O)COc1ccc(F)cc1 (configuration not stated)
 : -8, -8, -0.1, 0.9
> CCOC(=O)c1cc(-c2ccc(/C=C3/NC(=S)NC3=O)o2)ccc1Cl
 : 7, 20, -0.1, -0.5
> COc1ccccc1CNC(=O)Cn1nc(C)n2cccc2c1=O
 : -1, -1, -0.1, -0.5
> O=C(Nc1nc(-c2cc(Cl)sc2Cl)cs1)c1ccccc1Cl
 : -3, -2, 0.2, 0.7
> O=C(O)c1ccccc1C(=O)c1ccc(-c2ccccc2)cc1
 : -5, -8, -0.1, 2.2
> Cc1cc2c(=O)n(CC(=O)N3CCN(c4ccccc4)CC3)cnc2s1
 : 5, 8, 0.0, 0.6
> O=C(CCOc1ccccc1)Nc1cnn(CC(=O)N2CCCC2)c1
 : -7, 3, -0.7, 2.1
> Fc1ccc(-c2cnc(NC3CCCCC3)nc2)cc1
 : 11, -65, 0.6, -0.1
> Fc1ccc(Cn2c(SCc3cc4c(cc3Cl)OCO4)nc3ccccc32)cc1
 : 7, -3, -0.1, 0.3
> O=C(O)CCCCCNc1nc(=S)[nH]c2ccccc12
 : -7, 2, 0.0, -1.1
> N#C/C(=C/c1ccc2c(c1)OCO2)C(=O)NCCc1c[nH]c2ccccc12
 : -2, 6, -0.4, -0.5
> CCOc1ccccc1-n1c(=S)sc2c1nc(SC)n1c3ccccc3nc21
 : 7, 2, 0.1, 3.1
> CCc1nnc(NC(=O)CCC2CCCC2)s1
 : -12, -36, -0.3, 0.0
> CN(/N=C/c1cccs1)C1=NS(=O)(=O)c2ccccc21
 : -10, -13, 0.2, 2.7
> O=C(Nc1ccc(NC(=O)C2CC3CCC2C3)cc1)C1CC2CCC1C2 (configuration not stated)
 : -5, -2, -0.3, 0.2
> CCOc1ccccc1NC(=O)Nc1cccc(Cl)c1
 : 10, 11, 0.1, 0.5
> COc1ccc(NC(=O)c2cnn(-c3ccccc3)c2NC(=O)c2ccco2)cc1
 : -13, -10, 0.5, -0.4
> COc1cccc(-c2coc3cc4oc(=O)c(CC(=O)O)c(C)c4cc23)c1
 : 5, 4, 0.0, 0.1
> COc1ccc(-c2nnc(-c3cc4ccccc4oc3=O)o2)cc1
 : 4, 2, -0.1, 0.9
> COC(C(=O)NCc1ccc(C(C)(C)C)cc1)c1ccccc1 (configuration not stated)
 : -8, -13, 0.0, -0.6
> O=C(CSc1nc(O)cc(=O)[nH]1)N1c2ccccc2CCc2ccccc21
 : 1, -2, 0.0, -0.8
> O=C(NCCCN=C1NS(=O)(=O)c2ccccc21)c1cccc2ccccc12
 : 19, 17, 0.4, -0.1
> Cc1cccc(-n2nc3c(c2NC(=O)C(C)C)CSC3)c1C
 : 3, 8, 0.6, 1.6
> O=C(O)c1cc(N2C(=O)C3CC=CCC3C2=O)ccc1Cl (configuration not stated)
 : 17, -2, 0.1, -0.7
> O=C(Nc1ccccc1N1CCCC1)c1cc2ccccc2o1
 : 17, -38, -0.2, -1.4
> Cc1cc(C)c(C(=O)CSc2nnc(N)s2)cc1C
 : -2, -16, -0.1, -1.3
> O=C(N/N=C/c1c(F)cccc1Cl)c1n[nH]c2c1CCCC2
 : 3, -59, 0.1, -1.4
> CCCCOC(=O)Nc1nc2ccc([N+](=O)[O-])cc2s1
 : 5, -3, 0.1, 1.3
> CC1CN(c2nc3c(c(=O)[nH]2)CCN(Cc2cc(Br)cs2)C3)CC(C)O1 (configuration not stated)
 : -14, 1, -0.1, 0.6
> COc1cc(-c2cnc3c(NCc4cccnc4)nccn23)cc(OC)c1OC
 : -9, 39*, -0.1, 0.3
> c1ccc2c(c1)OCC(c1nc(-c3ccc(-c4ccncc4)cc3)n[nH]1)O2 (configuration not stated)
 : -9, -9, 0.0, -0.5
> CC(C)N1CCC(N2CCN(Cc3cnn(-c4ccccc4F)c3)CC2CCO)CC1 (configuration not stated)
 : 14, -2, 0.1, 1.0
> COc1ccccc1C(=O)NCc1nnc(SCC(=O)N2CCCc3ccccc32)n1-c1ccc(F)cc1
 : 1, 2, -0.1, 0.9
> O=C1Nc2ccc(S(=O)(=O)Nc3cc(Cl)c(O)c4ccccc34)c3cccc1c23
 : 11, -2, 0.5, -2.1
> Cc1ccc(Cl)cc1-n1c(SCC(=O)NCc2ccccc2)nc2n[nH]c(C)c2c1=N
 : 3, 0, -0.1, 0.0
> Cc1cc(C)c(OCC(=O)Nc2cccc(C)c2C)c(C)c1
 : -4, -14, -0.1, -1.4
> Cc1ccc(O)c(N2C(=O)c3ccc(C(=O)O)cc3C2=O)c1
 : 14, 0, 0.2, 3.8
> Cc1c(Cl)cccc1NC(=O)c1cc(C(C)C)on1
 : -8, -46, 0.0, 1.9
> Cc1ccsc1/C=C(\C#N)c1nc(C2CC2)cs1
 : -6, -48, -0.2, -1.1

The list goes on.
Value order – MITF inh, TEAD-YAP block, FBW7 activator, GPR151 activ
> N#CC1=C(N)Oc2n[nH]c(-c3ccccn3)c2C1c1ccc(O)cc1 (configuration not stated)
 : 24, -8, -0.9, -0.8
> Cc1nc(N)nc(Cl)c1C
 : 0, -7, -0.2, -1.1
> CCOc1cc(C(=O)NCc2nnc(SCC(=O)Nc3nccs3)n2-c2cc(OC)ccc2OC)cc(OCC)c1OCC
 : 13, 9, 0.0, 0.6
> CNC(=O)c1c(NC(=O)c2cccc(Cl)c2)sc2c1CCCC2
 : 9, 2, 0.2, -0.3
> Nn1c(SCC(=O)Nc2cccc(F)c2)nnc1-c1ccc(Cl)cc1
 : -6, 1, -0.2, 6.2*
> Cc1ccc(C)c(CSCC2Nc3ccc(C(=O)N4CCOCC4)cc3NC2=O)c1 (configuration not stated)
 : 2, -3, 0.1, -0.3
> Cc1ccc(C(=O)Oc2ccc(Br)cc2C(=S)N2CCOCC2)cc1
 : 20, -5, 0.1, -1.9
> O=C(O)c1ccc(S(=O)(=O)NCc2ccc(Cl)cc2)cc1
 : 7, 8, 0.5, 0.0
> COc1ccc(-c2nnc3ccc(SCc4ccccn4)nn23)cc1
 : 8, 17, 0.4, 0.0
> COc1ccc(NC(=O)CN(Cc2ccc(Br)cc2)S(=O)(=O)c2ccccc2)cc1Cl
 : 15, 3, 0.1, 0.2
> Cc1ccccc1C1NC(=O)NC2=C1C(=O)CCC2 (configuration not stated)
 : 1, -7, 0.0, 1.2
> CCNS(=O)(=O)c1ccc(NC(=O)Nc2cccc(C(F)(F)F)c2)cc1
 : 0, 7, -0.1, 0.9
> C=CCSC(=C(C#N)C#N)c1cc2c([nH]1)CCCC2
 : 10, 51*, -0.5, -0.6
> Nc1nc(-c2cc3cc(Br)cc(Br)c3oc2=O)cs1
 : 14, -1, 0.3, -2.2
> Cc1cc(C)n2c(SCC(=O)N3CCCCC3C)nnc2n1 (configuration not stated)
 : -2, 0, -0.1, 3.0
> c1ccc(N2CCN(c3nc4ncnc(Nc5ccc(N6CCOCC6)cc5)c4[nH]3)CC2)nc1
 : 24, 10, -0.2, -0.6
> CCCCSc1nnc(NC(=O)c2ccccc2)s1
 : 1, -27, 0.0, 0.3
> CCCOC(=O)c1ccc(NC(=O)COc2ccc(C)c(C)c2)cc1
 : 2, 1, -0.1, 0.7
> CCCNC(=O)c1cccc(-c2cccc(C(C)=O)c2)n1
 : 12, 6, 0.2, -0.7
> CCOC(=O)c1ccccc1NC(=O)c1c[nH]c(=O)n(-c2ccc(C)cc2)c1=O
 : -10, 1, -0.1, -0.2

Part of the list above, reformatted.
Cc1nc(N)nc(Cl)c1C
  MITF inh: 0 | TEAD-YAP block: -7 | FBW7 activator: -0.2 | GPR151 activ: -1.1
CCOc1cc(C(=O)NCc2nnc(SCC(=O)Nc3nccs3)n2-c2cc(OC)ccc2OC)cc(OCC)c1OCC
  MITF inh: 13 | TEAD-YAP block: 9 | FBW7 activator: 0.0 | GPR151 activ: 0.6
CNC(=O)c1c(NC(=O)c2cccc(Cl)c2)sc2c1CCCC2
  MITF inh: 9 | TEAD-YAP block: 2 | FBW7 activator: 0.2 | GPR151 activ: -0.3
Nn1c(SCC(=O)Nc2cccc(F)c2)nnc1-c1ccc(Cl)cc1
  MITF inh: -6 | TEAD-YAP block: 1 | FBW7 activator: -0.2 | GPR151 activ: 6.2*

Following part
Value order – MITF inh, TEAD-YAP block, FBW7 activator, GPR151 activ
> COc1ccc(-c2cc(-c3ccccc3)nc(SC3CC(=O)N(c4ccc(C)cc4)C3=O)c2C#N)cc1 (configuration not stated)
 : 8, 9, 0.0, -1.1
> Cc1nn(C)c(C)c1-c1nc2ncnc(NCCN3CCOCC3)c2[nH]1
 : 4, 2, 0.1, -0.2
> COc1ccccc1NC(=O)C1OC2OC(C)(C)OC2C2OC(C)(C)OC12 (configuration not stated)
 : -5, -3, -0.1, -0.8
> O=C(C(NS(=O)(=O)c1cccs1)c1ccccc1)N1CCN(c2ccccc2)CC1 (configuration not stated)
 : -2, -14, -0.2, 0.4
> Nc1nnc(SCC(=O)c2ccc(-c3ccccc3)cc2)s1
 : -6, -64, -0.1, -0.3
> CC(c1ccco1)N(C)Cc1ccc(C(=O)NC23CC4CC(CC(C4)C2)C3)c(=O)[nH]1 (configuration not stated)
 : -1, -4, -0.2, 11*
> Cc1ccc(N(CC(=O)N2CCOCC2)S(C)(=O)=O)cc1
 : -5, -2, -0.1, -0.8
> COc1cccc(/C=N\n2cnnc2)c1O
 : -7, 5, 0.4, -0.4
> COc1ccc(CN2CCNC(=O)C2CC(=O)NCCN2CCCCC2=O)c(OC)c1 (configuration not stated)
 : 0, 3, 0.0, 0.8
> CCN1C(=O)C2(c3ccccc31)N1CC3(C)CN2CC(C)(C1)C3=O (configuration not stated)
 : 2, -1, 0.1, 0.0
> O=C(Oc1ccccc1[N+](=O)[O-])c1ccc(Cl)cc1[N+](=O)[O-]
 : 4, 10, 0.3, 0.4
> CC(=O)NCCc1nc2ccccc2n1CCCCOc1ccccc1
 : 12, 11, 0.1, -0.3
> Nc1ncnc(Nc2ccc(Cl)cc2)c1[N+](=O)[O-]
 : -8, -2, 0.0, -0.1
> Cc1ccc(CN2C(=O)C(C)Oc3ccccc32)cc1 (configuration not stated)
 : 12, -18, 0.2, -0.4
> Cc1ccc(NC(=O)C2C3C=CC4(O3)C2C(=O)N(C(C)CCc2ccccc2)C4C(=O)NC2CCCCC2)cc1C (configuration not stated)
 : -4, -14, 0.1, -0.1
> CCN(CC)S(=O)(=O)c1cc(OC)ccc1N=Nc1ccc(O)c2ncccc12
 : -21, 4, -0.1, -0.4
> CCOCCCNC(=O)C(NC(=O)CNC(=O)c1ccccc1)c1ccccc1 (configuration not stated)
 : -7, -14, -0.1, 1.3
> CN(Cc1cccs1)C(=O)CSc1nc(-c2ccccc2)cs1
 : 3, -22, 0.1, 0.2
